# Assay outcomes deposited in PubChem by several laboratories.
# sEH activator = activators of human soluble epoxide hydrolase; P34913; purified human sEH enzymatic activity, activator screen; activation, % at 2 µM; 91,000 tested, 0.04% active; AID 717; in the data active = activation above about 37%; also: values of inactives mirror those of a sister screen read the other way
# Target sequence (P34913 whole entry, looked up): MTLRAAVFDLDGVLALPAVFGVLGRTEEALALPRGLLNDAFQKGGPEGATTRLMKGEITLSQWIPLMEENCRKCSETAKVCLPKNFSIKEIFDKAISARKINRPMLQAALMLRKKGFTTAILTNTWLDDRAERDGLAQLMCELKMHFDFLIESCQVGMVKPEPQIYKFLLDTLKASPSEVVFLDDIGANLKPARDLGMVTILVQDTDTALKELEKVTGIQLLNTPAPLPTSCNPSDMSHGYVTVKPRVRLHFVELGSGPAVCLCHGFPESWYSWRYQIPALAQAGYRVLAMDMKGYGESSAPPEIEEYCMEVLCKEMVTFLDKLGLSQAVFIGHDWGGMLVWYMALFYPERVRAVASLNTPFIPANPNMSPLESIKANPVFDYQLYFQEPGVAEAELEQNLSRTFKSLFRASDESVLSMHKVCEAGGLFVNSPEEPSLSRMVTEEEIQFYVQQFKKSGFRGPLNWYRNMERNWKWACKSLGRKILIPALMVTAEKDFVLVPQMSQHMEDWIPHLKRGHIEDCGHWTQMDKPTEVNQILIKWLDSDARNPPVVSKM
# S1P2 ag = agonists of human S1P2 receptor | S1P2-expressing cell line, agonist reporter read-out | activation, % at 4.5 µM | 97,000 tested, 0.46% active | AID 729; in the data active = activation above about 16%;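 also: 0% = vehicle low control and 100% = maximal reference agonist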
# Target sequence (O95136 whole entry, looked up): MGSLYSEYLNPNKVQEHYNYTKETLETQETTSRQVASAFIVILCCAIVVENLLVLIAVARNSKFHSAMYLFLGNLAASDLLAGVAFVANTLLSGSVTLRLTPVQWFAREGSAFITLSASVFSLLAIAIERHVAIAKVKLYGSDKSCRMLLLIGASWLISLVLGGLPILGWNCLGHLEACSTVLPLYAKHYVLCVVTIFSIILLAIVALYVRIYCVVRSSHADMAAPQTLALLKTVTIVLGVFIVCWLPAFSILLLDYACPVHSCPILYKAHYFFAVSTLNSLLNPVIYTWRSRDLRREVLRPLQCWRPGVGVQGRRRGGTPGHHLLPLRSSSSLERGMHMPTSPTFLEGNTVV
# H69AR inhibit = blocks growth of human H69AR lung tumor cells; H69AR lung tumor viability, ATP luminescence, 72 h; hits give low values; viability, % at 10 µM; 85,000 tested, 6% active; AID 598;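 active = viability at or below 40%; inactive = viability above 40%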;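 also: multidrug resistant small cell line overexpressing MRP-1 efflux transporter; 100% = mean luminescence of untreated control wells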
# S1P2 blocker = blocks the human S1P2 receptor | O95136 | cell-based S1P2 antagonist assay, inhibition at 5 uM | inhibition, % at 5 µM | 97,000 tested, 0.21% active | AID 736; in the data active = inhibition above about 45%;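 also: CRE beta-lactamase reporter cells expressing human S1P2 stimulated with S1P; 0% = agonist at EC80 alone and 100% = agonist plus reference antagonist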
# Fibroblast inh = blocks proliferation of human lung fibroblasts | LL 47 human lung fibroblast viability, ATP luminescence; hits give low values | 85,000 tested, 1.1% active | viability, % at 10 µM;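 active = viability at or below 50% in the single dose screen; inactive = viability above 50%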;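 also: compound exposure lasted 72 h before the ATP readout; 100% = median luminescence of untreated cell-only wells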
#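 Test system: LL 47 human lung fibroblasts / Quantity: 1,150 cells in each well / Medium: IMEM growth medium with 15% fetal bovine serum / Incubation: 72 h compound exposure at 37 °C after overnight plating / Detection: CellTiter-Glo luminescence measuring cellular ATP / Read-out: % viability versus median cells-only luminescence / Benchmarks: cell-only wells, no compound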
# PTPN22 act = activators of human LYP (PTPN22) phosphatase | recombinant LYP, DiFMUP fluorescence; 0 = plate median, 100 = signal doubled | activation, % at 2 µM | 96,000 tested, 0.11% active;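 active = activation at 2 µM above a set limit, the mean plus 5 SD, cut at about 37% in these data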
# HUVEC inhibit = inhibitors of human endothelial cell proliferation | 86,000 tested, 1.1% active | HUVEC proliferation, CellTiter-Glo luminescence, 72 h; hits give low values | viability, % at 10 µM (by protocol);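 active = viability at or below 30%; inactive = viability above 30%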;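 also: 100% = median luminescence of DMSO-only cell control wells on each plate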
# PostGolgi ctrl = inhibits growth of the yeast control strain; AID 738; 98,000 tested, 5% active; efflux-deficient yeast background strain, growth absorbance A615, 16 h; inhibition, % at 10 µM; in the data active = inhibition above about 30%
# sEH inhibitor = inhibitors of human soluble epoxide hydrolase. recombinant human sEH enzymatic activity assay. P34913. AID 707. 91,000 tested, 0.34% active. inhibition, % at 2 µM; in the data active = inhibition above about 80%; also: values of inactives mirror those of a sister screen read the other way; many of its hits are not listed in these tables
# The depositor's hits bear a star; x = no result given. These rows are one share of the data; the hit share may differ from the screen's.
# Order of results: sEH activator	S1P2 ag	H69AR inhibit	S1P2 blocker	Fibroblast inh	PTPN22 act	HUVEC inhibit	PostGolgi ctrl	sEH inhibitor
Cc1cc(C(F)(F)F)c2c(C)nn(CCc3nn[nH]n3)c2n1
→ 4	-7	94	-8	103	1	96	-4	-6
CCOc1ccc2oc(=O)cc(C)c2c1
→ 4	-2	101	-3	106	7	98	36*	-6
CC(C)C(=O)Nc1sc2c(c1C#N)CCCCC2
→ 11	-3	105	-16	94	3	101	x	-8
O=C(NC1CCCCCC1)c1ccc(S(=O)(=O)NCc2ccco2)cc1
→ -25	1	x	-17	x	-5	x	-10	26
O=C(CCn1nnc2ccccc21)Nc1nnc(-c2ccccc2F)s1
→ -9	-10	80	14	102	-6	96	23	9
CCn1c(/C=C2\C(=O)N(C)c3ccccc32)nc2ccccc2c1=O
→ 0	-4	x	4	x	2	x	20	1
Cc1sc(-n2cccc2)c(C(=O)O)c1C
→ x	-4	99	-1	96	-16	96	3	x
O=C1CC(N2CCC(O)(c3ccc(Cl)cc3)CC2)C(=O)N1Cc1ccc(N2CCCC2=O)cc1 (configuration not stated)
→ -2	-4	89	13	96	-5	95	2	3
CCOc1ccc(C(Nc2ccc(C)cc2)P2(=O)OCCC(C)O2)cc1 (configuration not stated)
→ -1	0	91	-17	96	-4	94	28	3
O=C1NN(c2ccccc2)C(=O)/C1=C\c1cccc(OC(=O)c2cccs2)c1
→ -4	-5	3.8*	-19	96	6	46	22	5
O=C(Cc1ccc2c(c1)OCCO2)c1c(O)cc(O)cc1O
→ x	-8	94	5	98	6	102	2	x
CC1CCCCN1C(=O)Cn1c(=O)n(C2CCCCC2)c(=O)c2ccccc21 (configuration not stated)
→ x	-6	69	26	89	3	98	7	x
CC1(C)CC(=O)C(C=NCCN2CCN(CCCCS(=O)(=O)O)CC2)=C(O)C1
→ 0	-4	91	23	101	-4	94	33*	0
Cc1cc(C)nc(N2CCC(C(=O)NCc3ccco3)CC2)n1
→ 0	-5	112	-1	101	4	94	11	-1
COc1c(C)cc(Br)cc1C(=O)Nc1cccc(-c2nc3ncccc3o2)c1
→ -2	-2	x	-2	x	-4	x	41*	1
Cc1cc(NC(=O)c2cc(C(C)C)on2)no1
→ -13	-1	x	5	x	1	x	-5	13
Cc1ccccc1-c1nn[nH]n1
→ -8	-4	99	-10	104	7	100	1	7
Cc1ccc(S(=O)(=O)c2c(N)n(NC(=O)c3ccccc3C)c3nc4ccccc4nc23)cc1
→ 7	-4	94	6	102	0	79	15	-10
CCCCNC(=O)COC(=O)c1cc(S(=O)(=O)N2CCCCCC2)ccc1OC
→ -5	-2	x	-13	x	4	x	7	7
CCCCOc1ccc(-c2nnn(CC(=O)Nc3ncc(CC(=O)OCC)s3)n2)cc1
→ -2	-5	x	-13	x	-5	x	1	4
Oc1ccccc1-c1nc(NCCN2CCOCC2)c2ccccc2n1
→ 4	-5	12*	29	80	-3	38	2	0
Cn1c(SCCS(=O)(=O)c2ccc(Cl)cc2)nnc1-c1ccccc1
→ -1	-7	78	-8	97	5	76	15	1
COc1ccc(Oc2nccc(OC)c2C#N)cc1
→ 4	-7	x	-13	x	6	x	6	-2
CC1CCCN(C(=O)c2cc(F)c(F)cc2Cl)C1 (configuration not stated)
→ -6	-2	87	2	95	28	87	2	11
NC(=O)c1ccc(NCc2ccco2)c([N+](=O)[O-])c1
→ -8	-2	x	-12	x	0	x	21	12
CCOC(=O)Oc1ccc2oc(=O)cc(C)c2c1
→ x	x	99	x	97	x	91	5	x
COc1ccc(CCN2CC3=C(C2=O)C(c2ccccc2)NC(=O)N3C)cc1OC (configuration not stated)
→ x	x	85	x	110	x	108	-3	x
Cc1cc(C)nc(-n2nc(C)c3c(C(F)(F)F)cc(=O)[nH]c32)n1
→ 3	-5	82	-1	105	-4	112	12	-5
Cc1nn(-c2ccccc2)c(C)c1/C=N/NC(=O)c1cc(-c2ccc(Br)s2)[nH]n1
→ -8	-3	x	5	x	2	x	64*	6
C(/CCc1ccccc1)=N\n1cnnc1
→ 4	-4	101	12	102	-3	92	2	-6
O=C(O)c1c2c(nc3ccc(S(=O)(=O)N4CCC(C(=O)NC5CCCC5)CC4)cc13)CCCCC2
→ x	x	98	x	95	x	97	10	x
FC(F)(F)c1nnc2c(Sc3ccccn3)nc3ccccc3n12
→ 1	-7	x	34	x	-19	x	-2	0
CCN(CCNC(=O)C1CCCN(S(=O)(=O)c2cnc[nH]2)C1)c1ccccc1 (configuration not stated)
→ -41	0	99	-9	94	2	98	2	41
O=C(O)CCCCCNc1nc2ncn(Cc3ccccc3)c2c(=O)[nH]1
→ x	-3	100	8	96	2	92	3	x
Cc1ccc(OC(=O)c2ccc(C)c(C)c2)cn1
→ -3	-6	86	-14	106	0	115	-1	2
CCOC(=O)C1CCN(Cc2ccc(N(C)C)cc2)CC1
→ x	x	96	x	99	x	95	0	x
O=c1oc2c(CN3CCOCC3)c(O)ccc2c2ccccc12
→ x	-6	77	-7	102	-4	100	1	x
Cc1ccc(S(=O)(=O)Nc2ccnc3ccccc23)cc1
→ -4	-2	66	19	104	-12	94	4	2
O=C(NCc1ccco1)C1(c2ccc(Br)cc2)CCCC1
→ 7	-1	104	-2	94	6	107	9	-7
S=c1[nH]nc(C2CCCCC2)n1/N=C/c1ccc(Br)s1
→ -1	4	x	-2	x	-18	x	-7	0
Cc1ccc(-c2nc(COC(=O)c3c(C)noc3C)cs2)cc1
→ -1	-2	81	18	100	1	84	15	1
Nc1nnc(SCC(=O)NC2CCCCC2)n1-c1ccccc1
→ 3	-2	94	7	100	-3	87	1	-3
CCCCCC1CC(CC(=O)Nc2nncs2)C(=O)O1 (configuration not stated)
→ -7	-1	94	10	x	11	87	x	8
COc1ccc(C(=O)N(Cc2nc(-c3ccc(C)cc3)no2)C(C)C)cc1OC
→ 4	-4	86	-29	94	-2	104	7	-5
COC(=O)c1sc2ccccc2c1-n1cccc1C(=O)C(=O)Nc1ccc(C)cc1
→ 12	-10	x	15	x	6	x	7	-6
COC(=O)c1ccc(CSc2ccc3nnc(-c4ccccc4)n3n2)o1
→ x	0	72	-12	98	-8	72	4	x
CCCCN(CC)CCNC(=O)Cn1cnc2sc(C)c(S(=O)(=O)N3CCOCC3)c2c1=O
→ -7	-5	103	-3	97	8	98	8	6
CCOC(=O)c1c(C)[nH]c(C(=O)COC(=O)c2[nH]c(C)c(C(C)=O)c2C)c1C
→ -15	-7	x	31	x	-2	x	-7	14
O=C(CSCc1ccccc1)NCc1ccc2c(c1)OCO2
→ 5	-2	91	-9	100	-6	101	7	-3
Cc1cc(C)n2nc(C(=O)OCCOc3cccc(Br)c3)nc2n1
→ x	x	96	x	97	x	101	0	x

# (cont.)
# Order of results: sEH activator	S1P2 ag	H69AR inhibit	S1P2 blocker	Fibroblast inh	PTPN22 act	HUVEC inhibit	PostGolgi ctrl	sEH inhibitor
C=CCNC(=O)c1c(N)n(-c2cccc(S(N)(=O)=O)c2)c2nc3ccccc3nc12
→ -11	10	59	1	98	-9	96	-2	10
COc1ccc(OC)c(NC(=O)CSc2nnc(Cc3cccn3C)n2-c2ccc(F)cc2)c1
→ 6	-5	59	21	96	2	96	7	-6
CCOCCCNC(=O)Cn1ncc2c(=O)oc3ccccc3c21
→ 15	-3	114	2	99	5	97	13	-16
O=C(NCCCc1ccccc1)c1cccs1
→ -27	-2	x	0	x	-2	x	10	29
O=C(NCc1cccs1)NC1CCCCC1
→ -49	5	91	3	99	2	87	3	49
Cc1cccc(C)c1NC(=O)C1C2C=CC(C2)C1C(=O)NCc1ccccn1 (configuration not stated)
→ 10	-6	97	6	103	-2	107	0	-8
O=C(c1cccn(Cc2cccc(Cl)c2)c1=O)N1CCOCC1
→ -2	-4	x	-13	x	5	x	-3	5
CCCCNS(=O)(=O)c1ccc(OC)c(C)c1
→ -5	-1	108	-3	94	-3	94	x	10
COC(=O)c1[nH]c2ccc(C)cc2c1NC(=O)CCN1CCN(Cc2ccc3c(c2)OCO3)CC1
→ x	-8	80	17	89	-3	103	-7	x
COc1cccc(OCC(O)CN2CCC(C)CC2)c1 (configuration not stated)
→ -6	-5	x	12	x	-2	x	-1	6
COc1ccc(S(=O)(=O)N2CCN(CC(=O)Nc3cc(OC)cc(OC)c3)CC2)cc1
→ 0	-3	4.9*	12	103	-6	86	17	2
Cn1nc(-c2ccccc2F)c2cc(C(=O)Nc3ccc4c(c3)OCCO4)sc21
→ 6	-3	55	-4	103	2	67	52*	-6
COc1ccc(-c2cc(C(=O)O)[nH]n2)cc1OC
→ 0	-5	96	-11	102	1	109	-4	2
CN(C)CCN1C(=O)c2oc3ccc(Cl)cc3c(=O)c2C1c1cccc(Br)c1 (configuration not stated)
→ 0	-3	56	2	97	-10	102	12	4
COc1cc(C)ccc1OCCOc1c(C)cccc1Cl
→ -10	-4	x	-11	x	12	x	-2	12
COc1ccc(Cl)cc1NC(=O)CN(C)C(C)C(=O)NCC1CCCCC1 (configuration not stated)
→ -36	-4	58	14	107	-9	87	20	38
COc1ccc2[nH]c(C)c(CCN(Cc3cccs3)C(=S)Nc3ccccc3OC)c2c1
→ -16	-4	84	8	96	-10	79	11	14
O=C(NC1CCCC1)c1nc2c(nnn2Cc2cccc(Cl)c2)c(=O)[nH]1
→ x	x	92	x	100	x	95	6	x
C(=N\c1nc2ccccc2n1CCN1CCCCC1)/c1ccc2c(c1)OCO2
→ -8	-8	107	-13	98	-8	91	-4	6
COc1ccc(-c2cc(-c3ccc(OC)cc3)[nH]n2)cc1
→ -8	-12	85	-2	97	12	86	33*	8
O=C(Nc1ccc(F)cc1)c1ccccc1
→ -8	-3	112	-5	110	10	101	2	4
Cc1ccc2[nH]c3c(c2c1)CC/C(=C/c1ccccc1)C3=O
→ 8	-1	x	-14	x	-4	x	7	-5
CN(Cc1ccccc1)C(=O)COC(=O)c1cc(-c2ccc(Cl)s2)nc2ccccc12
→ -5	-2	x	-13	x	-8	x	29	5
O=C(CCC1CCCCC1)Nc1ccccc1O
→ -5	-1	95	-2	116	5	107	12	5
COc1ccc(NS(=O)(=O)c2cccc(C(=O)N/N=C(\C)c3ccc(-n4ccnc4)cc3)c2)cc1
→ -40	-2	x	9	x	-5	x	4	39
O=c1cc(C(Cl)(Cl)Cl)oc2c1ccc1ccccc12
→ 4	-4	x	0	x	-7	x	53*	-2
COc1cccc(C2=NOC(C(=O)Nc3cccc(C(C)=O)c3)C2)c1OC (configuration not stated)
→ 7	-9	76	7	106	4	95	2	-10
COc1ccc(C(=O)Nc2ccc(S(=O)(=O)Nc3onc(C)c3C)cc2)cc1OC
→ -24	-2	107	8	103	3	99	16	23
CCc1nn2c(=O)cc(CSc3nc4sc5c(c4c(=O)n3C)CCCC5)nc2s1
→ 3	-1	76	-7	88	-6	98	x	2
C=CCNC(NC(=O)c1ccccc1)(C(=O)OCC)C(F)(F)F (configuration not stated)
→ 0	-5	66	3	109	-7	92	-6	1
C=C(C)c1ccc(C(C)(C)NC(=O)NCc2ccco2)cc1
→ -18	-3	98	-16	105	1	96	18	17
COc1ccc(C(O)c2nc3ccccc3s2)cc1 (configuration not stated)
→ 4	-2	78	13	91	-4	89	15	-4
CC(C)(C)NC(=O)CN(C(=O)Cn1nnc(-c2ccc(Cl)cc2)n1)C1CCN(Cc2ccccc2)CC1
→ 11	-8	46	-5	91	0	30	x	-8
CCCCSc1cc(=O)n(-c2ccccc2)nc1C(=O)OCC
→ 0	-3	x	12	x	-2	x	3	3
O=C(Nc1cccc(Cl)c1)OCc1cn(-c2ccc(Cl)cc2)nn1
→ 9	-8	x	8	x	0	x	0	-8
Cc1nn(C)c2ncc(C(=O)c3cc(F)ccc3O)cc12
→ 0	-6	88	-4	101	22	97	9	3
